# Screening results deposited in PubChem BioAssay by several laboratories.
# Rad51 HR inh – blocks human Rad51 in homologous recombination; Q06609; hRad51 DNA strand exchange, fluorescence dequenching; inhibition, % at 10 µM; 0.085% of 200,000 active; AID 1385;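 active means inhibition above 40% at the single screening dose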;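 further: 0% = DMSO control wells and 100% = blanks with heterologous ssDNA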
#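 Test system – preformed human Rad51 ssDNA filaments · Reagent – Donor/quencher-labelled 47-bp dsDNA substrate · Incubation – 37 °C 15-min filament assembly, 30-min compound preincubation, 15-min exchange · Signal – FRET fluorescence dequenching, excitation 485 nm, emission 520 nm · Read-out – percent inhibition from fluorescence, normalised to plate control and blank means · Benchmarks – plate control and blank wells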
# eIF4E-4G inh – blocks eIF4E binding to eIF4G; P63073+Q04637; TR-FRET eIF4E-eIF4GI(517-606) binding, 2 h; inhibition, % at 21.7 µM; 0.37% of 220,000 active; AID 782;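 further: 0% = full FRET control wells and 100% = background wells lacking eIF4GI fragment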
# hK5 inh – inhibitors of human kallikrein 5 | 0.59% of 210,000 active | AID 873 | Q9Y337 | inhibition, % at 5 µM | recombinant hK5, fluorogenic AMC substrate cleavage;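 active means inhibition of 40% or more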;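 further: 0% = enzyme controls without compound and 100% = no-enzyme blanks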
# Target sequence (Q9Y337 67-293 limits assumed): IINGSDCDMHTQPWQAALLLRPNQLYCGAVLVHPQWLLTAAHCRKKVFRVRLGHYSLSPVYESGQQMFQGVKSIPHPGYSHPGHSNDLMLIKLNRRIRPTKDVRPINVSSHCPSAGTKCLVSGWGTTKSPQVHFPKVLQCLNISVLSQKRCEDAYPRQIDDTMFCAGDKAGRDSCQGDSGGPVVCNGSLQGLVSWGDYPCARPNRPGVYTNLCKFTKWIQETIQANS
# EBV gp42 inh – inhibitors of Epstein-Barr virus glycoprotein 42. 0.42% of 220,000 active. inhibition, % (tested at 21.74 µM). Fluorescence polarization binding assay, mP read-out. AID 1085; in the data active means inhibition above about 50%
# Thrombin inh – inhibitors of human thrombin; alpha-thrombin, Boc-VPR-AMC fluorogenic substrate cleavage; inhibition, % at 5 µM; P00734; AID 1046; 0.26% of 220,000 active;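 active means inhibition at or above 40%; inactive means inhibition below 40%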;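 further: 0% = enzyme with no compound and 100% = wells without enzyme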
#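 System: Human alpha-thrombin protein | Medium: pH 7.5 Tris (50 mM) with NaCl 150 mM, Tween 20 0.05% | Times: Enzyme reaction carried out at room temperature | Detection: AMC fluorescence, 355/460 nm | Evaluation: Percent inhibition scaled between no-compound controls and no-enzyme blanks | Benchmarks: Enzyme without compound as high, wells lacking enzyme as low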
# 14-3-3 Bad PPI – disrupts binding of bovine 14-3-3 zeta to phospho-Bad peptide. TR-FRET 14-3-3zeta/Dy647-pBad peptide displacement, 1 h. inhibition, % at 21.7 µM. 0.71% of 220,000 active. AID 781;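 active means inhibition above about 70%, limit read from the data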;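 further: 0% = full 14-3-3 plus peptide FRET controls and 100% = background without 14-3-3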
# Target sequence (P63103 whole entry, looked up): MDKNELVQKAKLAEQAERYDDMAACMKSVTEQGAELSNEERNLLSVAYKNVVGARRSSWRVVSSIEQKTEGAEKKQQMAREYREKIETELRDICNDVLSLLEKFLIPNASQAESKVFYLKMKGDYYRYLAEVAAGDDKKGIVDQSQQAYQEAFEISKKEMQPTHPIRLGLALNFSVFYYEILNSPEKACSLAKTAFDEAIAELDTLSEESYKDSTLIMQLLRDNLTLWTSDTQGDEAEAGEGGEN
# Cl transport mod – modulates chloride dependent transport by human KCC2. AID 1456. KCC2 cells, thallium flux FluoZin-2 fluorescence. B-score of Tl+ flux slope (higher = more flux/activation; lower = inhibition) at 10 µM. 2.2% of 190,000 active. Q9H2X9;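 active means thallium flux slope and its plate-corrected score both differing from the plate sample mean at a set confidence after two filtering rounds, in either direction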;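 further: slope of fluorescence scaled to starting intensity during 10 to 20 s after thallium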
# Furin inhibitor – inhibitors of human furin. P09958. purified furin, fluorogenic substrate cleavage. inhibition, % at 30 µM. 0.061% of 220,000 active. AID 463115; in the data active means inhibition above about 25%; further: inactives centre near -15
# Target sequence (P09958 108-714 limits assumed): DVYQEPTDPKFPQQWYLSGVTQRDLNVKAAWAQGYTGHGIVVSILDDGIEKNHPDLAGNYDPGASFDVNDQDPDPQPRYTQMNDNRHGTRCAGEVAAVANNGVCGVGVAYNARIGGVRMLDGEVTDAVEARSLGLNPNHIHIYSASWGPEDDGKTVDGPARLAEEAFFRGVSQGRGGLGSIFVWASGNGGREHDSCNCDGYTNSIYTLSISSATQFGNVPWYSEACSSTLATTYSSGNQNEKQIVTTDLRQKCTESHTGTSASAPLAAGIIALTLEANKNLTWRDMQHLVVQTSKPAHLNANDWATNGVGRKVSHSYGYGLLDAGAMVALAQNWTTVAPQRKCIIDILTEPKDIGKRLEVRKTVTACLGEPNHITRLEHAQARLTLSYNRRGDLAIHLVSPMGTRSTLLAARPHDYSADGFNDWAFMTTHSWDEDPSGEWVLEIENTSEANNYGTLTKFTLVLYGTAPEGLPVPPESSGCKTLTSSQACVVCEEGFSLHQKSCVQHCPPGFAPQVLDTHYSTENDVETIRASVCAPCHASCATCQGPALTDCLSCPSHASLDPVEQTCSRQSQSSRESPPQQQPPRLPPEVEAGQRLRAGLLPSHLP
# NCF1 inh – p47phox (human) inhibition | AID 1274 | inhibition, % at 24.7 µM | p47phox/p22phox peptide binding, fluorescence polarization, 2 h | 0.53% of 220,000 active;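 further: 0% = p47phox with labelled peptide and 100% = labelled peptide alone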
# * hit, by the source's call; i = inactive; . = not tested or not shown; [ ] = dose if it differs, or a comment.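 How the source made its calls, unless noted: active means inhibition above about 30% (limit read from the data); inactive means the rest.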 Not a hit list; any-hit rate near 4.7%.
# Letter code: A = Rad51 HR inh; B = eIF4E-4G inh; C = hK5 inh; D = EBV gp42 inh; E = Thrombin inh; F = 14-3-3 Bad PPI; G = Cl transport mod; H = Furin inhibitor; I = NCF1 inh
O=C(c1ccccc1)N1CCCC(C(=O)N2CCCCCC2)C1 (stereo not drawn)
  A: 0.6; B: 6.6; C: 3.6; D: -11.4; E: -1.2; F: 4.0; G: .; H: -20.2; I: -13.3

COc1ccc(/C=C/C(=O)Nc2c(C(=O)O)[nH]c3ccccc23)cc1OC
  A: .; B: 8.9; C: 0.1; D: -11.3; E: -11.8; F: -4.4; G: -0.169; H: 7.3; I: -8.6

CCCCC(CCC(=O)O)(C(=O)OCC)c1csc(Nc2ccccc2)n1 (stereo not drawn)
  A: .; B: -3.9; C: -1.6; D: 4.5; E: -0.7; F: -10.2; G: -3.9*; H: -7.5; I: -3.5

Clc1ccc2[nH]c3c(NCC4CCCO4)ncnc3c2c1 (stereo not drawn)
  A: -4.7; B: 20.2; C: 0.0; D: -12.4; E: -2.6; F: -1.8; G: 2.49; H: -6.2; I: -7.8

Cc1noc(C)c1S(=O)(=O)N1CCCCC1
  A: 3.8; B: 6.3[fluorescence artefact?]; C: -2.8; D: 4.2; E: 0.9; F: 3.5; G: 1.61; H: -7.0[20 µM]; I: -18.3

CCOC(=O)C(C)c1c(C(=O)c2ccc(C)nc2)c2ccccc2n1C (stereo not drawn)
  A: -13.7; B: -0.7; C: -2.2; D: 3.3; E: 8.3; F: 2.8; G: -0.239; H: 2.6; I: -2.5

CCCN1C(=O)C(O)(C/C(C)=N/O)c2ccccc21 (stereo not drawn)
  A: -5.6; B: -9.3; C: -9.2; D: -17.4; E: -0.5; F: -9.2; G: 1.52; H: -14.8; I: -1.7

Cc1nc(-c2cccnc2)sc1C(=O)Nc1ccc(Cl)cc1
  A: -0.5; B: 3.7; C: 2.4; D: -4.2; E: -4.2; F: 5.1; G: -1.35; H: -20.3[20 µM]; I: -7.2

Cc1ccc(S(=O)(=O)c2c(C)nn(C(C)(C)C)c2OC(=O)c2ccc(Br)o2)cc1
  A: -14.5; B: -0.2; C: -12.5; D: 0.3; E: 7.2; F: -0.1; G: 1.78; H: -6.8; I: -2.4

CCCNC(=O)NC(=O)CSc1cccc(C(F)(F)F)c1
  A: -1.4; B: -1.1; C: -3.4; D: -12.2; E: -24.3; F: -6.6; G: -0.656; H: -20.3; I: -5.4

COc1ccc(OC)c(S(=O)(=O)Nc2ccc(O)c(Sc3ncn[nH]3)c2)c1
  A: -4.8; B: -5.1; C: -5.1; D: -7.9; E: -5.4; F: 0.4; G: -1.45; H: 12.1[20 µM]; I: -4.8

Cc1ccc(NC(=O)Nc2cccs2)cc1
  A: -3.3; B: -0.8; C: -23.1; D: 1.4; E: 2.4; F: -13.1; G: -0.229; H: -20.6; I: -10.0

CCOC(=O)c1cnc(SCC(=O)NCc2cccs2)nc1N
  A: 10.6; B: 6.6[fluorescence artefact?]; C: 4.5; D: -14.1; E: -1.9; F: 10.2; G: 1.12; H: -8.3; I: -10.7

CCC(C(=O)NCc1ccco1)N(Cc1cccs1)C(=O)CNS(=O)(=O)c1ccccc1 (stereo not drawn)
  A: -6.8; B: .; C: -0.3; D: -19.7; E: 8.0; F: .; G: .; H: -20.6[20 µM]; I: -1.7

CCOC(=O)C(=CNNc1cccc(Cl)c1)C(=O)OCC
  A: -4.2; B: 3.5; C: -2.3; D: 1.5; E: -4.9; F: -5.4; G: -0.25; H: -5.4; I: 7.2

# Later entries
# Letter code: A = Rad51 HR inh; B = eIF4E-4G inh; C = hK5 inh; D = EBV gp42 inh; E = Thrombin inh; F = 14-3-3 Bad PPI; G = Cl transport mod; H = Furin inhibitor; I = NCF1 inh
COCCN(CC(=O)NCC1CCCO1)C(=O)CCC(=O)Nc1cc(C)on1 (stereo not drawn)
  A: 0.3; B: -4.1; C: -5.0; D: -3.2; E: -7.8; F: 6.0; G: 0.925; H: -15.9; I: -2.9

O=C(CN1CCN(C(=O)C2COc3ccccc3O2)CC1)Nc1ccccc1 (stereo not drawn)
  A: 7.8; B: -3.0; C: -4.0; D: -11.9; E: -5.0; F: -0.2; G: 0.388; H: -11.9; I: -1.7

COC(=O)C1=C(C(=O)OC)C(c2cc([N+](=O)[O-])ccc2O)c2sc(=O)[nH]c2S1 (stereo not drawn)
  A: 6.2; B: -2.7; C: -2.2; D: -5.4; E: -15.3; F: -0.6; G: -0.169; H: -11.4; I: 1.0

COC(=O)c1cc(C)nc(N)c1C#N
  A: 2.9; B: -7.2; C: -102.3; D: -5.8; E: -10.6; F: -6.4; G: 0.834; H: -44.5[20 µM]; I: -4.9

COc1cccc(N=c2oc3c(C)ncc(CO)c3cc2C(N)=O)c1
  A: -5.3; B: 4.8; C: -18.2; D: -27.6; E: 2.9; F: 0.9; G: -0.376; H: -16.5[20 µM]; I: -4.9

Cc1ccc(N2C(=O)C3C(C2=O)C(C(=O)c2ccc(Cl)cc2)N2CCCC32)cc1 (stereo not drawn)
  A: -54.3; B: -8.0; C: -0.9; D: 51.9*; E: -3.9; F: 29.7; G: -0.413; H: -27.6; I: -30.8

COc1ccc(-c2noc(-c3cccc(OC)c3OC)n2)cc1OC
  A: -11.6; B: -2.7; C: 0.8; D: 3.6; E: -0.2; F: 14.8; G: .; H: -18.0; I: -9.4

COC(CNS(=O)(=O)c1ccc(S(=O)(=O)N2CCCC2)cc1)OC
  A: -2.0; B: -1.4; C: -6.8; D: -9.1; E: -8.4; F: -3.5; G: -0.193; H: -9.4; I: 3.2

CC(C)C(NS(=O)(=O)c1ccccc1)C(=O)OCc1cc([N+](=O)[O-])cc2c1OCOC2 (stereo not drawn)
  A: -15.1; B: 6.1[fluorescence artefact?]; C: 39.2; D: 1.4; E: 48.2*; F: 13.6[fluorescence artefact?]; G: 0.993; H: -9.7; I: 0.9

COC(=O)C1CC(O)CN1S(=O)(=O)c1cccs1 (stereo not drawn)
  A: -3.0; B: 4.7; C: 25.2; D: -1.2; E: 3.0; F: -3.4; G: 0.638; H: -2.6; I: -1.9

O=C(CCCC(=O)Nc1cccnc1)Nc1cccnc1
  A: 3.3; B: -0.1; C: 9.2; D: 14.2; E: -6.2; F: 5.3; G: -0.325; H: -12.5[20 µM]; I: -3.7

Cc1ccc(C(=O)Nc2ccccc2C(=O)N2CCCCCC2)cc1
  A: 19.4; B: 4.0; C: 0.9; D: -6.8; E: -1.2; F: 2.9; G: 0.173; H: -23.6; I: 0.3

COc1ccc(/C=N/NC(=O)c2ccncc2)cc1Cn1nc([N+](=O)[O-])c(Br)c1C
  A: 18.9; B: -5.7; C: -7.2; D: 0.6; E: 1.1; F: -8.8; G: -2.25; H: -5.3; I: -0.7

COc1ccc(C2c3ccc4ccccc4c3Oc3ncn(CCCO)c(=N)c32)cc1 (stereo not drawn)
  A: 16.2; B: -4.7; C: -4.7; D: -11.0; E: -5.8; F: -4.6; G: -1.85; H: -10.7; I: -16.0

CCC(C)(C)NC(=O)C(c1cccc(OC)c1)N(C(=O)c1ccn[nH]1)c1cccc(OC)c1 (stereo not drawn)
  A: 0.0; B: 1.1; C: 3.1; D: -18.0; E: -2.6; F: -9.8; G: .; H: -5.9; I: -2.9

# Shown in CSV form: three of the compounds above
Molecule,Rad51 HR inh,eIF4E-4G inh,hK5 inh,EBV gp42 inh,Thrombin inh,14-3-3 Bad PPI,Cl transport mod,Furin inhibitor,NCF1 inh
Cc1ccc(N2C(=O)C3C(C2=O)C(C(=O)c2ccc(Cl)cc2)N2CCCC32)cc1 (stereo not drawn),-54.3,-8.0,-0.9,51.9*,-3.9,29.7,-0.413,-27.6,-30.8
COc1ccc(-c2noc(-c3cccc(OC)c3OC)n2)cc1OC,-11.6,-2.7,0.8,3.6,-0.2,14.8,.,-18.0,-9.4
COC(CNS(=O)(=O)c1ccc(S(=O)(=O)N2CCCC2)cc1)OC,-2.0,-1.4,-6.8,-9.1,-8.4,-3.5,-0.193,-9.4,3.2

# More structures follow:
# Letter code: A = Rad51 HR inh; B = eIF4E-4G inh; C = hK5 inh; D = EBV gp42 inh; E = Thrombin inh; F = 14-3-3 Bad PPI; G = Cl transport mod; H = Furin inhibitor; I = NCF1 inh
CC(=O)NC(CCS(C)(=O)=O)C(=O)Nc1ccc2c(c1)OCO2 (stereo not drawn)
  A: 0.1; B: 2.8; C: -6.4; D: 2.0; E: -5.6; F: 2.9; G: 0.507; H: -19.1; I: 2.8

CCn1c(=NC(=O)C2COc3ccccc3O2)sc2c(C)ccc(OC)c21 (stereo not drawn)
  A: 12.5; B: 90.0*; C: 4.0; D: 5.1; E: -0.5; F: -6.3; G: -2.02; H: -18.4; I: 12.8

CCOc1ccccc1N(CC(=O)NCc1ccccc1)C(=O)CCC(=O)Nc1cc(C)ccn1
  A: -0.8; B: 0.8; C: 1.6; D: 0.7; E: -5.8; F: -2.6; G: -3.23; H: -20.6; I: 3.9

CC(C)n1c2ccccc2c2cc([N+](=O)[O-])ccc21
  A: .; B: 1.5[fluorescence artefact?]; C: -1.6; D: -8.3; E: -1.8; F: 4.0; G: 0.246; H: -16.9; I: -20.9

CCCCN(CCCC)CCCNC(=O)CC1Oc2ccc(C)cc2NC1=O (stereo not drawn)
  A: -1.0; B: -6.2[fluorescence artefact?]; C: -2.3; D: -7.7; E: -6.4; F: 6.4; G: -0.118; H: -10.8[20 µM]; I: -15.8

COc1ccc(-c2ccc(CO)o2)cc1N
  A: 10.4; B: 0.1; C: 0.2; D: -15.5; E: -2.7; F: -14.1; G: 0.154; H: -27.7; I: -6.2

O=[N+]([O-])c1ccccc1N/N=C\c1ccccc1F
  A: 21.3; B: -0.5; C: 1.4; D: -16.3; E: 1.1; F: -0.8; G: 0.0372; H: -22.1; I: -21.0

Cc1ccc(/C=N/NC(=S)NCCc2ccccc2)s1
  A: -6.1; B: 7.3; C: -6.7; D: -11.4; E: -7.9; F: -11.5; G: 0.114; H: -23.3; I: -2.3

COC(=O)c1cc(C(=O)OCC(=O)N(C)C2CCS(=O)(=O)C2)cc([N+](=O)[O-])c1 (stereo not drawn)
  A: -2.5; B: -1.2; C: 0.1; D: -21.2; E: -17.5; F: -3.1; G: 0.189; H: -29.2; I: -4.4

CS(=O)(=O)N(CC(=O)Nc1cc(Cl)ccc1Cl)c1ccccc1
  A: -2.3; B: 3.0; C: -11.5; D: -27.7; E: 4.2; F: -1.8; G: .; H: -17.9[20 µM]; I: -11.7

COc1ccccc1NC(=O)N1CCN(c2ccnc3cc(Cl)ccc23)CC1
  A: -10.0; B: -5.5; C: 2.4; D: -4.1; E: -3.6; F: -4.2; G: i; H: -0.3; I: 5.8

COc1ccc(/C(O)=C2\C(=O)C(=O)N(c3cc(C)on3)C2c2ccccc2OC)cc1 (stereo not drawn)
  A: 2.0; B: -3.1; C: -2.2; D: -1.4; E: -10.6; F: 11.9; G: -0.113; H: -16.0[20 µM]; I: -4.1

Cc1sc2nc(CSCC(=O)Nc3ccc(OC(F)F)cc3)[nH]c(=O)c2c1C
  A: 4.4; B: 0.6; C: 5.4; D: -20.2; E: -4.1; F: -13.8; G: 0.861; H: -13.1; I: -17.8

O=C(c1c[nH]c2ccccc12)C(F)(F)F
  A: 1.0; B: 0.2; C: 1.8; D: -8.8; E: 1.7; F: 1.7; G: 0.024; H: -15.5; I: -15.2

O=[N+]([O-])c1cccnc1Oc1ccc(F)cc1F
  A: 20.6; B: 0.0; C: -2.8; D: -8.6; E: 0.7; F: -3.9; G: 0.0213; H: -29.9; I: 2.3
